Compound activity from PubChem BioAssay.
Pf apPOL inh: Pf-apPOL DNA polymerase inhibition | Recombinant Pf-apPOL, molecular beacon fluorescence, 1.5 h | inhibition, % at 10 µM | 0.25% of 210,000 active
mHTT-CaM PPI inh: inhibitors of human mutant huntingtin-calmodulin interaction | inhibition, % at 15 µM | AlphaScreen His-mHTT/GST-CaM binding, luminescence | AID 1671202 | 3.6% of 190,000 active;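 note: 0% = both proteins with DMSO and 100% = one protein alone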
* marks the source's active call; other numbers are inactive results; . = not tested or not shown; & = joins results of further samples. Cut-off read from the data, not from the text of the source: active = inhibition above about 50%; inactive = the rest.

> COc1ccc2oc(=Nc3ccc(OC(F)(F)F)cc3)c(C(N)=O)cc2c1
  Pf apPOL inh: 0.3
  mHTT-CaM PPI inh: 0.0

> CCC(=O)NCCc1cn(C)c2ncccc12
  Pf apPOL inh: 0.2
  mHTT-CaM PPI inh: -14.4

> O=C(Nc1ccc(F)c(F)c1)c1c(O)c2cccnc2n(-c2ccccc2)c1=O
  Pf apPOL inh: -3.9
  mHTT-CaM PPI inh: 4.6

> Nc1ccc2c(c1)OCCCO2
  Pf apPOL inh: 4.0
  mHTT-CaM PPI inh: .

> COc1ccc(C2C3CN(C)CC=C3C(C#N)=C(N)C2(C#N)C#N)cc1 (stereo not drawn)
  Pf apPOL inh: -6.3
  mHTT-CaM PPI inh: 6.0

> O=c1[nH]c(=O)n(-c2ccc3c(c2)OCO3)c(O)c1C=C1C=Nc2ccccc21
  Pf apPOL inh: 2.4
  mHTT-CaM PPI inh: 6.0

> COc1ccccc1NC(=O)c1c(NCc2ccncc2)sc2c1CCC(C)C2 (stereo not drawn)
  Pf apPOL inh: -17.8
  mHTT-CaM PPI inh: 100.0*

> CC(C)=C(NC(=O)c1ccccc1)C(=O)N1CCCCC1
  Pf apPOL inh: 4.3
  mHTT-CaM PPI inh: -3.0

> COCCNC(=O)Cn1c(=O)n(CCC(=O)NCc2ccccc2)c(=O)c2sccc21
  Pf apPOL inh: 6.7
  mHTT-CaM PPI inh: 0.0

> CC(C)n1cnc2ccc(-c3noc(Cc4c[nH]c5ccccc45)n3)cc21
  Pf apPOL inh: -4.5
  mHTT-CaM PPI inh: 100.3*

> O=C(O)CCSc1nc2ccccc2s1
  Pf apPOL inh: 4.2
  mHTT-CaM PPI inh: -2.9

> Cc1ccc(CC(=O)NCc2cccnc2-c2ccccc2)cc1
  Pf apPOL inh: -4.8
  mHTT-CaM PPI inh: -2.7

> COCc1nnc(NC(=O)c2cccs2)s1
  Pf apPOL inh: -1.4
  mHTT-CaM PPI inh: 0.5

> CCOC(=O)c1c(-c2ccc(OC)cc2)oc2cc(Br)c(OCC#N)cc12
  Pf apPOL inh: -9.4
  mHTT-CaM PPI inh: -4.1

> Nc1c(Cl)cc(N2C(=O)c3ccc(C(=O)O)cc3C2=O)cc1Br
  Pf apPOL inh: 0.9
  mHTT-CaM PPI inh: 4.0

> Cc1cc(C)nc(SCc2nc(-c3ccccc3)no2)n1
  Pf apPOL inh: 7.6
  mHTT-CaM PPI inh: -13.4

> CCOC(=O)COc1ccc2c(c1)OC(=CC=Cc1ccccc1)C2=O
  Pf apPOL inh: -2.3
  mHTT-CaM PPI inh: 10.7

> Cc1oc(C2CCN(S(=O)(=O)c3ccccc3)CC2)nc1C(=O)N(C)C
  Pf apPOL inh: 2.1
  mHTT-CaM PPI inh: -0.6

> CN(Cc1ccccc1)C(=O)c1c[nH]c2ccc(S(=O)(=O)Nc3ccccc3F)cc2c1=O
  Pf apPOL inh: 2.6
  mHTT-CaM PPI inh: 13.0

> N#CCCN(C1CCCCC1)S(=O)(=O)c1cccc2nsnc12
  Pf apPOL inh: -4.9
  mHTT-CaM PPI inh: -5.2

> Clc1cccc(C=Nc2ccc(N3CCOCC3)cc2)c1Cl
  Pf apPOL inh: -5.1
  mHTT-CaM PPI inh: 7.0

> O=C1Nc2ccccc2C1=Cc1c[nH]c2ccc([N+](=O)[O-])cc12
  Pf apPOL inh: 0.2&-4.1
  mHTT-CaM PPI inh: .

> Cc1ccc(C2Nc3ccccc3C(=O)N2c2ccccc2)cc1 (stereo not drawn)
  Pf apPOL inh: -2.0
  mHTT-CaM PPI inh: -1.0

> COc1ccccc1N(CC(=O)Nc1cccc(Cl)c1C)S(C)(=O)=O
  Pf apPOL inh: -5.5
  mHTT-CaM PPI inh: -0.3

> Cc1cc2ccccc2c(=O)n1CC(=O)NCc1cccnc1
  Pf apPOL inh: -3.2
  mHTT-CaM PPI inh: 2.0

The last four compounds of the section above are carried over, then new ones follow:
> O=C1Nc2ccccc2C1=Cc1c[nH]c2ccc([N+](=O)[O-])cc12
  Pf apPOL inh: 0.2&-4.1
  mHTT-CaM PPI inh: .

> Cc1ccc(C2Nc3ccccc3C(=O)N2c2ccccc2)cc1 (stereo not drawn)
  Pf apPOL inh: -2.0
  mHTT-CaM PPI inh: -1.0

> COc1ccccc1N(CC(=O)Nc1cccc(Cl)c1C)S(C)(=O)=O
  Pf apPOL inh: -5.5
  mHTT-CaM PPI inh: -0.3

> Cc1cc2ccccc2c(=O)n1CC(=O)NCc1cccnc1
  Pf apPOL inh: -3.2
  mHTT-CaM PPI inh: 2.0

> Cc1ccc(S(=O)(=O)Cc2nc(-c3ccccc3)no2)cc1
  Pf apPOL inh: -2.8
  mHTT-CaM PPI inh: -13.0

> Cc1noc(C)c1CN1CCCCC1c1nc(-c2ccncc2)no1 (stereo not drawn)
  Pf apPOL inh: -0.2
  mHTT-CaM PPI inh: 2.7

> COc1ccc(Cl)cc1NS(=O)(=O)c1cc2c(s1)CCN(C(C)=O)C2
  Pf apPOL inh: -3.2
  mHTT-CaM PPI inh: 3.9

> CCCn1cc(C(=O)NC2CCN(Cc3ccccc3)CC2)c2cccnc21
  Pf apPOL inh: -2.6
  mHTT-CaM PPI inh: 6.9

> COc1ccc(NC(=O)C23CCC(C)(C(=O)C2=O)C3(C)C)c(OC)c1 (stereo not drawn)
  Pf apPOL inh: -8.3
  mHTT-CaM PPI inh: 5.8

> O=[N+]([O-])c1ccccc1N1CCCCC1
  Pf apPOL inh: -1.6
  mHTT-CaM PPI inh: 3.8

> N#Cc1ccc(CN2CCC(C(O)c3ccccc3)CC2)cc1 (stereo not drawn)
  Pf apPOL inh: -4.0
  mHTT-CaM PPI inh: 2.3

> CCOc1ccccc1N1CCN(C(=O)c2cc(OC)cc(OC)c2)CC1
  Pf apPOL inh: -4.8
  mHTT-CaM PPI inh: 3.4

> COc1cc(C(=O)Nc2cccc(Br)c2)cc(OC)c1OC
  Pf apPOL inh: -3.1
  mHTT-CaM PPI inh: 1.4

> CCOc1ccc2c(c1)OC(=Cc1ccc(OC)cc1OC)C2=O
  Pf apPOL inh: -0.1
  mHTT-CaM PPI inh: -6.3

> Cc1ccccc1NC(=O)C1CC(Cl)=CCC1C(=O)O (stereo not drawn)
  Pf apPOL inh: 64.4*
  mHTT-CaM PPI inh: -3.9

> O=C(Nc1ccccc1)C1CCCN(c2cn[nH]c(=O)c2)C1 (stereo not drawn)
  Pf apPOL inh: -4.4
  mHTT-CaM PPI inh: -3.0

> Cc1cccc(-n2nc(C)c3sc(N4CCC(NC(=O)CC(C)C)CC4)nc32)c1
  Pf apPOL inh: 0.1
  mHTT-CaM PPI inh: 22.7

> Cc1cc(C(=O)NCC(c2ccc(F)cc2)N2CCN(C)CC2)no1 (stereo not drawn)
  Pf apPOL inh: -1.7
  mHTT-CaM PPI inh: -4.9

> CNC(=O)C1(c2ccc(NC(=O)Cc3ccc(Cl)cc3)cc2)CCCCC1
  Pf apPOL inh: 3.3
  mHTT-CaM PPI inh: 6.0

> Cc1ccccc1C(=O)N1CCN(c2ccccc2F)CC1
  Pf apPOL inh: -4.9
  mHTT-CaM PPI inh: -4.3

> O=S(=O)(O)c1cc(O)c2c(O)c(N=Nc3ccccc3)c(S(=O)(=O)O)cc2c1
  Pf apPOL inh: .
  mHTT-CaM PPI inh: 35.0

> O=C(Nc1cccnc1)c1ccc(S(=O)(=O)c2ccc(Cl)cc2)cc1
  Pf apPOL inh: -5.0&-6.7
  mHTT-CaM PPI inh: 0.0&-1.0

> COc1ccc(C(=O)Nc2ccc(Br)cc2C)c(OC)c1
  Pf apPOL inh: -0.8
  mHTT-CaM PPI inh: -5.8

> CCc1[nH]nc(-c2cccc(F)c2)c1NC(C)=O
  Pf apPOL inh: 0.3
  mHTT-CaM PPI inh: -7.4

> CCn1cnnc1C1CCN(C(=O)CCc2c(C)noc2C)CC1
  Pf apPOL inh: 2.5
  mHTT-CaM PPI inh: -2.0

> COc1ccc(Cl)cc1N(CC(=O)NC1CC2CCC1C2)S(C)(=O)=O (stereo not drawn)
  Pf apPOL inh: 0.0
  mHTT-CaM PPI inh: 5.0

> COC(=O)c1sccc1S(=O)(=O)Nc1ccc(CC(=O)N2CCC(O)CC2)cc1
  Pf apPOL inh: -2.6
  mHTT-CaM PPI inh: -15.8

> COc1cc2c(cc1OC)C(C(Cl)(Cl)Cl)OC2=O (stereo not drawn)
  Pf apPOL inh: -4.4
  mHTT-CaM PPI inh: 1.0

> Cc1ccc(C(=O)N(CC2COc3ccccc3C2)C(C)C)cc1F (stereo not drawn)
  Pf apPOL inh: -6.0
  mHTT-CaM PPI inh: -15.2

> CC(C)Cn1c(=O)c(N2CCN(C(=O)c3cc(Cl)ccc3F)CC2)nc2ccncc21
  Pf apPOL inh: -5.4
  mHTT-CaM PPI inh: 4.9

> COC(=O)CS(=O)(=O)c1cc(C)c(Cl)cc1Cl
  Pf apPOL inh: -1.1
  mHTT-CaM PPI inh: .

> O=C(c1ccc2ncnc(N3CCCC3)c2c1)N1CCCCC1
  Pf apPOL inh: -4.7
  mHTT-CaM PPI inh: -0.6

> COc1ccc(CNC(=O)c2cc3nc(-c4ccccc4)cc(C(F)(F)F)n3n2)cc1
  Pf apPOL inh: -2.6
  mHTT-CaM PPI inh: 5.0

> Cc1cccc(NC(=O)C2CCCN(c3nccnc3Oc3ccccc3)C2)c1C (stereo not drawn)
  Pf apPOL inh: 0.5
  mHTT-CaM PPI inh: -0.9

> COCCNC(=O)c1cc(-c2ccc(F)cc2)on1
  Pf apPOL inh: -1.3
  mHTT-CaM PPI inh: -5.0

> CC1C(=O)OC2(c3ccc(Br)cc3)C(C)C(=O)OC12 (stereo not drawn)
  Pf apPOL inh: 1.9
  mHTT-CaM PPI inh: -4.0

> Cc1c(C(=O)NCCN2CCOCC2)oc2ccc(S(=O)(=O)N3CCCCCC3)cc12
  Pf apPOL inh: -5.3
  mHTT-CaM PPI inh: 5.0

> CC(C)c1ccc(N(CC(=O)Nc2cccc([N+](=O)[O-])c2)S(C)(=O)=O)cc1
  Pf apPOL inh: 0.8
  mHTT-CaM PPI inh: 20.1

> CS(=O)(=NC(=O)c1ccccc1)c1ccsc1 (stereo not drawn)
  Pf apPOL inh: -6.8
  mHTT-CaM PPI inh: .

> O=C(NCc1ccccn1)c1cn(-c2cccc(Cl)c2)nn1
  Pf apPOL inh: -9.8
  mHTT-CaM PPI inh: -4.9

> COc1ccccc1NC(=O)CCCN1C(=O)c2cccc3cccc(c23)C1=O
  Pf apPOL inh: 3.0
  mHTT-CaM PPI inh: -0.4

> O=C(Cc1csc(Nc2ccc(Cl)cn2)n1)NCC1CCCO1 (stereo not drawn)
  Pf apPOL inh: 9.0
  mHTT-CaM PPI inh: 6.7

> CCOc1ccc(CNC(=O)c2cn(CC(C)C)c(=O)c3c2c2ccccc2n3C)cc1
  Pf apPOL inh: -5.3
  mHTT-CaM PPI inh: 0.0

> Cc1ccc(N2CC(C(=O)N(C)Cc3ccccc3)CC2=O)cc1 (stereo not drawn)
  Pf apPOL inh: -0.2
  mHTT-CaM PPI inh: -2.8

> O=C(O)c1ccc(CO)o1
  Pf apPOL inh: -5.6
  mHTT-CaM PPI inh: .

> O=C(Nc1nnc(-c2ccccc2)s1)c1ccccc1Cl
  Pf apPOL inh: 2.0
  mHTT-CaM PPI inh: -2.1

> COc1ccccc1/C=C1\N=C(c2cccc(I)c2)OC1=O
  Pf apPOL inh: -1.4
  mHTT-CaM PPI inh: 6.0

Filtered by structure, those above containing an aryl methoxy group (16)
> COc1ccc2oc(=Nc3ccc(OC(F)(F)F)cc3)c(C(N)=O)cc2c1
  Pf apPOL inh: 0.3
  mHTT-CaM PPI inh: 0.0

> COc1ccc(C2C3CN(C)CC=C3C(C#N)=C(N)C2(C#N)C#N)cc1 (stereo not drawn)
  Pf apPOL inh: -6.3
  mHTT-CaM PPI inh: 6.0

> COc1ccccc1NC(=O)c1c(NCc2ccncc2)sc2c1CCC(C)C2 (stereo not drawn)
  Pf apPOL inh: -17.8
  mHTT-CaM PPI inh: 100.0*

> CCOC(=O)c1c(-c2ccc(OC)cc2)oc2cc(Br)c(OCC#N)cc12
  Pf apPOL inh: -9.4
  mHTT-CaM PPI inh: -4.1

> COc1ccccc1N(CC(=O)Nc1cccc(Cl)c1C)S(C)(=O)=O
  Pf apPOL inh: -5.5
  mHTT-CaM PPI inh: -0.3

> COc1ccc(Cl)cc1NS(=O)(=O)c1cc2c(s1)CCN(C(C)=O)C2
  Pf apPOL inh: -3.2
  mHTT-CaM PPI inh: 3.9

> COc1ccc(NC(=O)C23CCC(C)(C(=O)C2=O)C3(C)C)c(OC)c1 (stereo not drawn)
  Pf apPOL inh: -8.3
  mHTT-CaM PPI inh: 5.8

> CCOc1ccccc1N1CCN(C(=O)c2cc(OC)cc(OC)c2)CC1
  Pf apPOL inh: -4.8
  mHTT-CaM PPI inh: 3.4

> COc1cc(C(=O)Nc2cccc(Br)c2)cc(OC)c1OC
  Pf apPOL inh: -3.1
  mHTT-CaM PPI inh: 1.4

> CCOc1ccc2c(c1)OC(=Cc1ccc(OC)cc1OC)C2=O
  Pf apPOL inh: -0.1
  mHTT-CaM PPI inh: -6.3

> COc1ccc(C(=O)Nc2ccc(Br)cc2C)c(OC)c1
  Pf apPOL inh: -0.8
  mHTT-CaM PPI inh: -5.8

> COc1ccc(Cl)cc1N(CC(=O)NC1CC2CCC1C2)S(C)(=O)=O (stereo not drawn)
  Pf apPOL inh: 0.0
  mHTT-CaM PPI inh: 5.0

> COc1cc2c(cc1OC)C(C(Cl)(Cl)Cl)OC2=O (stereo not drawn)
  Pf apPOL inh: -4.4
  mHTT-CaM PPI inh: 1.0

> COc1ccc(CNC(=O)c2cc3nc(-c4ccccc4)cc(C(F)(F)F)n3n2)cc1
  Pf apPOL inh: -2.6
  mHTT-CaM PPI inh: 5.0

> COc1ccccc1NC(=O)CCCN1C(=O)c2cccc3cccc(c23)C1=O
  Pf apPOL inh: 3.0
  mHTT-CaM PPI inh: -0.4

> COc1ccccc1/C=C1\N=C(c2cccc(I)c2)OC1=O
  Pf apPOL inh: -1.4
  mHTT-CaM PPI inh: 6.0
